Screening data (PubChem)
D1 PAM = Potentiators of Human D1 Dopamine Receptor: qHTS; potentiation, % at 10 µM; 360,000 tested, 0.036% active; HEK293 TREx D1 cells, calcium flux, dopamine EC20 potentiation; D(1A) dopamine receptor (Homo sapiens), P21728; AID 504651, 2011; in the data active = potentiation above about 30%; note: 0% is about no effect
RXFP1 antag = qHTS Assay for Antagonists of the Relaxin Receptor RXFP1; HEK293-RXFP1, relaxin-stimulated cAMP HTRF, 30 min; active compounds read low; activity change, negative = inhibition, % at 57.5 µM; 350,000 tested, 0.59% active; AID 1259400, 2018;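 active = activity change of -60% or lower, but not beyond a set lower limit; inconclusive = change between -60% and -40%, or beyond the set limit; inactive = change above -40%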; note: % is set by controls: 0 for no effect and ±100 for the full control effect
TRHR agonist = qHTS for Small Molecule Agonists and Allosteric Enhancers of Human TRH Receptor: Primary Screen for Agonists. Thyrotropin-releasing hormone receptor (Homo sapiens), P34981. 360,000 tested, 0.18% active. AID 493084, 2011. TRHR cells, calcium flux fluo-8, FDSS agonist mode. activation, % at 2 µM; note: 0% is about no effect
Target sequence (P34981 whole entry, looked up): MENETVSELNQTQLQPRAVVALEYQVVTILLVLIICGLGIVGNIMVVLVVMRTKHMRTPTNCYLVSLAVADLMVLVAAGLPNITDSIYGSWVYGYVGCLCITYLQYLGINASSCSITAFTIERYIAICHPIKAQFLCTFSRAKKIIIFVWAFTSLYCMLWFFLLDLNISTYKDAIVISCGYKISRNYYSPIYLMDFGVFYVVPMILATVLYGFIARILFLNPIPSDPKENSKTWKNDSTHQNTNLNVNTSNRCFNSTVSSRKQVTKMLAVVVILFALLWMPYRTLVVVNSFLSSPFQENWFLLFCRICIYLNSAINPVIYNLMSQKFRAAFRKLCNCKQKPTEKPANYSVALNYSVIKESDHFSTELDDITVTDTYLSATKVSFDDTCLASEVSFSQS
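Steps: seed TRHR cells overnight; add fluo-8 no-wash Ca dye, RT 30 min–1.5 h; record 10 s baseline; pin-transfer compounds; monitor fluorescence 1 cycle/s for the agonist window. Calcium increases flag candidate agonists.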
TRHR PAM = qHTS for Small Molecule Agonists and Allosteric Enhancers of Human TRH Receptor: Primary Screen for Enhancers; Thyrotropin-releasing hormone receptor (Homo sapiens), P34981; TRHR cells, fluo-8 calcium fluorescence, EC20 TRH enhancement; enhancement, % at 2 µM; 360,000 tested, 0.66% active; in the data active = enhancement above about 30%; note: 0% is about no effect
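TRHR-expressing cells loaded with fluo-8 calcium dye were read kinetically (ex 480/em 530) during compound addition, then stimulated with an EC20 of TRH (10 nM final). Enhancement of the Gq-mediated intracellular calcium response was scored.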
D2 agonist = HTS Assay for Allosteric Agonists of the Human D2 Dopamine Receptor: Primary Screen for Agonists. D(2) dopamine receptor (Homo sapiens), P14416. 340,000 tested, 0.53% active. HEK293 T-REx D2 cells, calcium flux agonist mode. AID 485358, 2010. activation, % at 2 µM;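 active = activation over 3 SD above normal in the single-dose calcium agonist read, cut at about 30% in these data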; note: 0% is about no effect
Target sequence (P14416 whole entry, looked up): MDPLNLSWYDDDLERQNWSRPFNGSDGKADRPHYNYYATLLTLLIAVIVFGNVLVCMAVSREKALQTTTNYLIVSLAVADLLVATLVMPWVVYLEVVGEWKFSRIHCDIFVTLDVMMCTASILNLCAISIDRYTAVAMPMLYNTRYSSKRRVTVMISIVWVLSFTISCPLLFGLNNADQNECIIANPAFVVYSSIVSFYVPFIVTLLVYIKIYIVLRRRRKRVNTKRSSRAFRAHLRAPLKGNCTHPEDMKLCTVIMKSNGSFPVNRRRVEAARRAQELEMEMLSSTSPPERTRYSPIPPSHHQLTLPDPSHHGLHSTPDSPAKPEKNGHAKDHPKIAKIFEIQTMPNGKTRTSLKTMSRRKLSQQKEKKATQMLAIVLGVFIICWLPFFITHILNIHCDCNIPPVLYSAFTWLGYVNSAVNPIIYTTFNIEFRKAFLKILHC
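Agonism is scored from calcium flux in a force-coupled, inducible HEK293 cell line expressing D2, read kinetically for 180 s after compound addition against dopamine controls.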
D1 antagonist = Antagonist of Human D 1 Dopamine Receptor: qHTS; HEK293 TREx D1 cells, calcium flux, dopamine EC80; active compounds read low; 360,000 tested, 3.2% active; AID 504652, 2011; activity change, negative = inhibition, % at 10 µM; D(1A) dopamine receptor (Homo sapiens), P21728; in the data active = activity change below about -30%; note: % is set by controls: 0 for no effect and ±100 for the full control effect
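Calcium flux readout: force-coupled, inducible Hek293 Trex D1 line, cells induced overnight at 30 C with tetracycline, dye-loaded 30–90 min at RT. Antagonism scored against EC80 dopamine challenge given 180 s after compound.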
D1 agonist = Allosteric Agonists of the Human D1 Dopamine Receptor: qHTS; D(1A) dopamine receptor (Homo sapiens), P21728; HEK293 T-REx D1 cells, calcium flux, agonist mode; activation, % at 2 µM; 360,000 tested, 1% active; note: 0% is about no effect
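Inducible HEK293 T-REx D1 cells, force-coupled to calcium signalling, were plated at 4000 cells/well with tetracycline and held overnight at 30 C. After no-wash calcium dye loading, compound-evoked calcium rise over 180 s flagged agonists.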
D2 antag = HTS Assay for Allosteric Antagonists of the Human D2 Dopamine Receptor: Primary Screen for Antagonists; D(2) dopamine receptor (Homo sapiens), P14416; HEK293 TREx D2 cells, calcium flux, dopamine EC80; inhibition, % at 10 µM; 340,000 tested, 2% active; AID 485344, 2010; in the data active = inhibition above about 30%; note: 0% is about no effect
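Read-out: kinetic calcium fluorescence (1 cycle/s) in inducible HEK293 T-REx D2 cells after an EC80 dopamine addition that followed 180 s compound preincubation. Loss of the dopamine response indicates antagonism.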
D2 PAM = HTS Assay for Positive Allosteric Modulators of the Human D2 Dopamine Receptor: Primary Screen for Potentiators | D(2) dopamine receptor (Homo sapiens), P14416 | HEK293 T-REx D2, calcium flux, EC20 dopamine potentiation | potentiation, % at 10 µM | 340,000 tested, 0.34% active | AID 485347, 2010;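 active = potentiation over 3 SD above the plate norm, cut at about 30% in these data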; note: 0% is about no effect
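Potentiation of an EC20 dopamine calcium response measured kinetically over 180 s, after a preceding 180 s compound-only read flagging agonists. Cells: inducible Hek293 Trex D2 line, 4000/well, cultured overnight at 30 C before dye loading.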
Active calls of the source: *; u = inconclusive; x = not tested or not shown; & = joins results of further samples. Cut-off read from the data, not from the text of the source, unless noted: active = activation above about 30%; inactive = the rest.

SMILES	D1 PAM	RXFP1 antag	TRHR agonist	TRHR PAM	D2 agonist	D1 antagonist	D1 agonist	D2 antag	D2 PAM
COc1cccc(NC(=O)NC2(C(F)(F)F)Oc3ccccc3O2)c1	2	5	-0.3	-15	0.3	-1	1	-4	18
C=CCSc1n[nH]c(=O)n1-c1cccc(C(F)(F)F)c1	-5	-12	-0.9	16	-0.7	-4	1	-24	-2
CC(Sc1nnc(C(F)(F)F)n1C)C(=O)NC(N)=O (configuration not stated)	0	1	0.4	1	-0.1	3	3	1	-1
CC1CCCN(Cc2nc3c(c(=O)n(C)c(=O)n3C)n2CCc2ccccc2)C1 (configuration not stated)	-5	3	-1.7	-3	-0.6	-9	1	13	x
OCCNc1nc(-c2cccnc2)nc2ccccc12	-6	-3	-2.4	18	0.3	-2	7	10	6
O=C(NNC(=O)c1cccnc1SCc1cccc([N+](=O)[O-])c1)c1ccccn1	4	-12	-2.4	0	24	-19	0	-3	1
CCOc1ccc(NC(=O)Cn2cc(C(C)=O)c3ccccc32)cc1	3	-5	1.5	4	0.4	-4	11	-11	3
Cc1cc(CNC(=O)COc2cc(F)ccc2[N+](=O)[O-])c2ccccc2n1	-8	14	0.0	-9	0.1	-22	11	10	-7
CCCCNC(=O)C1CCC(CNc2c(N3CCC(C)CC3)c(=O)c2=O)CC1 (configuration not stated)	-7	11	0.1	-1	0.0	6	2	6	-1
CCOC(=O)Nc1cc(C(=O)OC)cc(C(=O)OC)c1	1	-5	-0.5	13	-2.0	-4	0	-9	3

Among those listed so far, these have a nitro group on carbon:
SMILES	D1 PAM	RXFP1 antag	TRHR agonist	TRHR PAM	D2 agonist	D1 antagonist	D1 agonist	D2 antag	D2 PAM
O=C(NNC(=O)c1cccnc1SCc1cccc([N+](=O)[O-])c1)c1ccccn1	4	-12	-2.4	0	24	-19	0	-3	1
Cc1cc(CNC(=O)COc2cc(F)ccc2[N+](=O)[O-])c2ccccc2n1	-8	14	0.0	-9	0.1	-22	11	10	-7

The list continues.
SMILES	D1 PAM	RXFP1 antag	TRHR agonist	TRHR PAM	D2 agonist	D1 antagonist	D1 agonist	D2 antag	D2 PAM
COc1ccc(CSc2nnnn2C)cc1F	-7	1	-0.5	9	0.3	9	2	-19	4
Cn1c(=O)c(C(=O)CN2CCN(Cc3ccc4c(c3)OCO4)CC2)c(N)n(Cc2ccccc2)c1=O	1	-3	-1.7	2	1.4	4	0	-6	-7
O=C(Nc1cccc2ccccc12)N1CCN(c2ncccn2)CC1	-1	0	0.2	1	4.6	x	0	-1	-3
O=C(Nc1nc2ccc(S(=O)(=O)N3CCCC3)cc2s1)c1ccccn1	7	2	-0.5	4	1.0	82	4	-2	9
Cc1ccc(OCC(=O)N(Cc2ccc(Cl)cc2)CC2CCCO2)cc1C (configuration not stated)	1	u	0.8	-13	1.1	3	4	x	17
COc1cccc(NC(=O)COc2ccc3c(c2)CCC3)c1	-1	-1	-0.8	2	0.9	0	1	10	-8
Cc1cnc(C(=O)OCC(=O)c2ccc(Cl)cc2)cn1	0	11	0.2	2	0.1	-5	2	-15	13
Cc1c(C(=O)N2CCN(CCc3ccccc3)CC2)oc2ccccc12	-3	-4	-0.1	-2	-4.7	-32*	2	-11	-24
O=C(CN1C(=O)COc2ccccc21)NCc1ccc(C(=O)O)cc1	-1	11	0.7	-13	-0.5	5	2	22	-12
COC(=O)C(Cc1ccccc1)NC(=O)CCNC(=O)c1ccc(Br)cc1 (configuration not stated)	-3	-15	-0.9	-6	x	-7	0	x	40*
Cc1oc(-c2cccc(Cl)c2)nc1CN1CCC(C(=O)NCCCN2CC(C)CC(C)C2)CC1 (configuration not stated)	10	7	0.3	-3	35*	7	2	20	-13
CC(C)(C)c1cc(NC(=O)c2ccc(OC3CCCC3)cc2)no1	-3	x	1.0	-6	x	-2	7	x	x
O=C(c1ccc(S(=O)(=O)Nc2ccccc2)cc1)N1CCCCCCC1	-7	3	-1.3	-4	-1.1	1	1	10	10
CN(CC(=O)Nc1cccc(F)c1)C(=O)c1ccccc1-n1cnnn1	-2	-15	-0.3	-3	1.0	23	-1	3	-2
CCCn1ncc(CN2CCC(n3nccc3NC(=O)CCc3ccccc3)CC2)c1C	2	-5	-0.1	2	x	22	0	x	x
CC(C)C1Oc2cc3oc(=O)ccc3cc2C1=O (configuration not stated)	-6	-6	-1.1	-3	-0.3	-5	1	2	4
Cn1c(SCC(=O)NCC2CCCO2)nnc1-c1c[nH]c2ccccc12 (configuration not stated)	-3	1	-0.5	-3	-3.1	6	3	21	-2
O=C1Nc2ccc(NS(=O)(=O)c3cccs3)c3cccc1c23	-1	x	-0.3	5	-2.4	-2	5	-14	0
Fc1ccc(-c2ccnc(=S)[nH]2)cc1	2	19	0.0	0	-0.5	-1	4	17	9
Cc1ccc2c(=O)cc(C(=O)Nc3ccc(S(=O)(=O)N4CCCCCC4)cc3)oc2c1C	1	-7	0.4	3	-0.3	-5	1	x	11
CCN(CC)S(=O)(=O)c1ccc2c(c1)N(CC(=O)N(C)Cc1ccccc1)C(=O)CO2	-3	x	-0.2	-12	-0.4	3	2	x	-12
Cc1ccc([N+](=O)[O-])cc1NC(=O)c1ccoc1C	-6	-25	0.7	3	x	-2	4	-14	9
O=S(=O)(c1ccc(Cl)c(C(F)(F)F)c1)N1CCN(c2ccccn2)CC1	1	-2	1.1	0	-1.2	7	1	-8	2
Cc1ccccc1C1NC(=S)NC2=C1C(=O)CC(C)(C)C2 (configuration not stated)	-5	-9	0.2	-4	-0.1	14	1	9	-7
CCOC(=O)C1=C(O)C(=O)NC(c2ccccc2)=C(OCC)C1	3	3	-0.5	6	2.3	-24	1	-16	8
Cc1ccc(CCN2CC(C(=O)NCCCOC(C)C)CC2=O)cc1 (configuration not stated)	-10	-15	-0.1	-1	-0.1	-16	0	-18	13
CC1CCN(c2ncnc3c2cnn3-c2ccccc2)CC1	x	x	-0.1	-3	0.2	20	1	-9	-9
Cc1ccc(CC2C(=O)N(CC(=O)O)C(=O)C2C)cc1 (configuration not stated)	-4	-3	0.5	-2	-0.3	-19	3	31*	-8
CCn1c(C(=O)NCc2ccccc2Br)cc2oc3ccccc3c21	-5	-9	-0.4	4	-0.6	-4	3	x	12
O=C1CC(c2ccccc2)C(=O)N1c1cccc(O)c1 (configuration not stated)	3	-6	0.0	-2	-0.3	-12	3	-1	1

Reprinted at random: 2 records from the list, in no set order.
SMILES	D1 PAM	RXFP1 antag	TRHR agonist	TRHR PAM	D2 agonist	D1 antagonist	D1 agonist	D2 antag	D2 PAM
CCN(CC)S(=O)(=O)c1ccc2c(c1)N(CC(=O)N(C)Cc1ccccc1)C(=O)CO2	-3	x	-0.2	-12	-0.4	3	2	x	-12
Cc1ccc(OCC(=O)N(Cc2ccc(Cl)cc2)CC2CCCO2)cc1C (configuration not stated)	1	u	0.8	-13	1.1	3	4	x	17

Next records follow.
SMILES	D1 PAM	RXFP1 antag	TRHR agonist	TRHR PAM	D2 agonist	D1 antagonist	D1 agonist	D2 antag	D2 PAM
CN(C)c1ccc(C(=O)Nc2cccc(S(=O)(=O)NC3=NCCCCC3)c2)cc1	-11	-2	-0.6	-6	-0.2	-6	1	-33	16
O=C(Nc1nccs1)c1ccc2nccnc2c1	3	-6	0.1	6	0.4	4	1	3	10
O=C(NCCC(=O)N1CCN(S(=O)(=O)c2ccccc2)CC1)c1ccc(Br)cc1	-3	-11	0.0	1	-0.7	-1	4	-14	1
C=C(C)Cn1c(=O)c2c(nc3n2CCN3c2cc(C)cc(C)c2)n(C)c1=O	-1	-1	0.1	8	1.5	2	0	x	9
O=C(Nc1ccc(O)c(-c2nc3ccccc3o2)c1)C1(c2ccc(Br)cc2)CCCC1	3	6	-0.4	16	-0.2	18	4	-10	0
CC1=C(C(=O)OCc2ccccc2)C(/C=C/c2ccccc2)NC(=S)N1 (configuration not stated)	-3	-3	-1.3	-10	-1.0	1	3	-1	-2
Cc1ccccc1NS(=O)(=O)c1cc(C(=O)N2CCc3ccccc3C2)ccc1C	-6	-4	-0.7	-1	-0.2	12	1	-4	7
CCCCN(C(=O)c1ccc(C)c(S(=O)(=O)N2CCOCC2)c1)c1c(N)n(CCCC)c(=O)[nH]c1=O	8	-3	-0.3	6	x	2	2	x	-4
CC(=O)/C=C(\C)Nc1ccc(-c2cnc(-c3ccccc3)o2)cc1	-9	13	-1.5	2	-0.2	-1	2	6	8
Cn1nnc2c(N3CCN(c4ccc(F)cc4)CC3)ncnc21	1	-19	0.0	-1	-4.8	x	4	x	-1
CC(=C1C(=O)c2ccccc2C1=O)N1CCc2ccccc2C1	-4	-4	2.2	11	0.2	5	2	-19	-1
COc1cc2c(cc1OC)C(COc1ccc(F)cc1)NCC2 (configuration not stated)	7	13	3.0	-2	0.4	-22	17	-8	-16
CCSc1ccccc1-c1nc(-c2ccncc2)no1	1	6	-1.0	-6	-0.4	12	8	1	-4
N#CC1=C2SCN(C3CCCCC3)CN2C(=O)CC1c1ccc(Br)cc1 (configuration not stated)	7	-9	0.4	1	0.0	-5	-1	x	-3
COc1cccc(NC(=O)C2CCCN(S(C)(=O)=O)C2)c1 (configuration not stated)	-3	-2	0.2	2	-0.3	14	6	12	-1
COc1cc(OC)cc(C(=O)OCC(=O)NC(C)CCc2ccccc2)c1 (configuration not stated)	1	-9	-1.6	-2	-2.7	-1	-1	-10	11
COC(=O)c1sccc1-c1ccc(C(N)=O)o1	4	x	0.2	1	-0.4	10	6	-12	0
COc1ccccc1-c1cc(C(F)(F)F)nc(S(=O)(=O)CCCC(=O)Nc2cc(C)on2)n1	-2	4	-1.0	-1	-1.3	-5	3	8	6
Cc1ccc2oc(=O)n(CCNC(=O)Nc3ccc(C)c(F)c3)c2c1	-2	u	-0.3	0	x	-18	5	x	-4
COc1ccc(N2C(=O)/C(=C\c3ccco3)N=C2SCC(N)=O)cc1Cl	5	-1	-0.9	6	1.0	9	4	11	2
COc1ccc(S(=O)(=O)NCc2ccco2)cc1N(C)S(=O)(=O)c1ccccc1	-4	9	0.8	-3	-1.4	-9	2	14	-4
COc1cc(NC(=O)C(=O)Nc2ccc3nc4n(c(=O)c3c2)CCCCC4)cc(OC)c1OC	3&2	5&-2	-0.8&-0.3	-1&-1	-0.6	-26&-12	0&-1	3	-2
CC(C)N(CCC(=O)c1ccc2ccccc2c1)Cc1ccccc1	-7	x	14	-19	3.8	-32*	1	-8	0
Cc1ncc([N+](=O)[O-])n1S(=O)(=O)c1cc(Cl)ccc1Cl	-2	5	0.4	4	0.3	1	5	5	-3
